Screens (PubChem BioAssay)
NCI-60 one-dose screen, 48 h, at 10 µM unless noted. Numbers give growth in % (100 = growth as untreated, 0 = no growth, -100 = all killed).
SK-MEL-2 – SK-MEL-2 melanoma; 4.7% of 77,000 active; AID 1794763
M14 – M14 melanoma; 6.2% of 80,000 active; AID 1794745
MALME-3M – MALME-3M melanoma. 5.8% of 78,000 active. AID 1794766
SK-MEL-5 – SK-MEL-5 melanoma | 6.4% of 80,000 active | AID 1794755
UACC-62 – UACC-62 melanoma; 5.4% of 81,000 active
A549/ATCC – A549/ATCC NSCLC; 3.7% of 81,000 active
UACC-257 – UACC-257 melanoma; 4.4% of 78,000 active; AID 1794764
EKVX – EKVX NSCLC. 3% of 71,000 active
* marks the source's active call; other numbers are inactive results; . = no result given; & = joins results of further samples; [ ] = dose if it differs, or a comment. Rule for the calls: active = growth percent below 10; inactive = the rest.

#	Structure	A549/ATCC	UACC-257	UACC-62	MALME-3M
1	COc1ccc(-c2no[n+]([O-])c2Nc2ccccc2Br)cc1	102.1	.	71.6	88.0
2	COc1ccc(C2CC(c3cnccn3)=NN2C(N)=S)cc1OC (stereo unspecified)	85.3	99.1	100.6	98.8
3	Nc1nc(Nc2ccccc2)n(Cc2cccc(Br)c2)n1	103.9	105.7	94.3	103.6
4	Cc1cc(C)nc(NS(=O)(=O)c2ccc(N/C(N)=N/c3nccc(-c4ccc(Cl)cc4)n3)cc2)n1	98.0	114.8	94.7	108.9
5	O=C1[C@H]2Cc3c([nH]c4ccccc34)[C@@H](c3ccc(Cl)cc3)N2C(=O)CN1C1CCN(CC2CCCCC2)CC1	82.8	100.0	77.8	88.4
6	O=C(Nc1cccc(-n2ccc3c(NC(=O)c4ccccc4)nccc32)c1)c1ccc(Cl)c(Cl)c1	.	.	-61.3*	-56.0*
7	CC/C(=C(\CC)c1ccc(OCCN(CC)CC)cc1)c1ccc(OCCN(CC)CC)cc1	37.1	-51.8*	10.9	-42.8*
8	c1ccc2sc(SCCCCn3ccnc3)nc2c1	61.6	66.7	88.0	92.7
9	CCOC(=O)c1cc(-c2ccc(Br)cc2)nc2ccccc12	101.2	.	83.0	103.2
10	O=c1[nH]c(=O)[nH]c(=S)[nH]1	99.7	100.8	96.1	98.0
11	COc1ccc(Nc2nc(NCCNc3ccnc4cc(Cl)ccc34)nc(N3CCOCC3)n2)cc1	70.9	.	74.2	-80.2*
12	CCCNCCC(=O)Nc1ccc(Cl)cc1C	94.4	101.5	102.5	97.8

#	EKVX	SK-MEL-2	SK-MEL-5	M14
1	96.1	.	93.5	89.3
2	102.2	75.0	102.8	88.8
3	103.1	108.9	99.3	106.6
4	83.9	109.0	96.0	118.0
5	75.1	108.3	75.8	79.5
6	-33.3*	.	-100.0*	-83.4*
7	38.0	-8.2*	-96.4*	0.0*
8	83.9	60.3	92.9	113.0
9	92.9	111.1	96.9	109.1
10	97.8	102.8	102.2	100.4
11	.	78.8	48.7	19.9
12	99.5	84.5	101.0	90.8

(more compounds)
#	Structure	A549/ATCC	UACC-257	UACC-62	MALME-3M
13	O=C(NCc1ccc(Cl)cc1)c1[nH]c2ccccc2c1Cl	94.3	117.1	96.1	98.9
14	O=S(=O)(NC1C2c3ccccc3C(c3ccccc32)C1O)c1ccc(Cl)cc1Cl (stereo unspecified)	80.6	106.3	68.7	124.9
15	CN1CCN(c2ccc(/C=N/Nc3nc4ccccc4c(=O)n3-c3ccccc3)cc2)CC1	103.0	114.5	101.3	101.7
16	N#CCCN1C/C(=C/c2ccccc2)C(=O)/C(=C/c2ccccc2)C1	76.6	56.2	0.9*	-28.7*
17	O=C(Nc1nc(-c2ccccc2)cs1)c1cc(-c2ccc(Br)cc2)nc2ccc(Cl)cc12	84.9	103.9	79.0	105.1
18	CS(=O)(=O)c1ccc(-c2nc3ccccn3c2-c2nc3ccc([N+](=O)[O-])cc3[nH]2)cc1	99.8	106.3	88.6	86.0
19	COc1ccc(NC(C)=O)c(C)c1	82.3	85.3	97.1	107.1
20	Cc1c[n+]([O-])cc(C)c1[N+](=O)[O-]	100.8&109.5	102.5&109.8	111.8&91.8	117.6&104.1
21	Clc1nc(Cl)nc(-c2cccn2-c2ccccc2)n1	93.0	103.9	105.2	97.9
22	Nc1nc(=O)n([C@@H]2O[C@H](CO)[C@@H](O)C2(F)F)cc1F	68.2	.	92.6	79.2
23	CCN(CC)C(=O)c1cccc(C)c1	101.1	101.5	101.9	103.9
24	NC1=C(/C(N)=N/O)C(c2ccccc2)c2ccc3ccccc3c2O1 (stereo unspecified)	21.2	46.7	19.8	46.4

#	EKVX	SK-MEL-2	SK-MEL-5	M14
13	83.2	111.1	96.0	117.9
14	68.7	94.0	95.1	91.6
15	100.0	106.9	92.4	.
16	.	62.3	29.0	-9.8*
17	92.3	115.0	88.6	85.1
18	91.0	105.4	95.2	97.3
19	101.4	97.1	103.4	96.8
20	97.6&98.0	106.7&110.0	101.3&103.2	100.0&100.3
21	104.0	109.3	116.8	116.0
22	103.6	79.4	95.6	14.1
23	107.3	.	105.0	102.0
24	29.1	44.7	-44.5*	11.7

4 compounds drawn at random from the list so far, as already listed:
#	Structure	A549/ATCC	UACC-257	UACC-62	MALME-3M
14	O=S(=O)(NC1C2c3ccccc3C(c3ccccc32)C1O)c1ccc(Cl)cc1Cl (stereo unspecified)	80.6	106.3	68.7	124.9
18	CS(=O)(=O)c1ccc(-c2nc3ccccn3c2-c2nc3ccc([N+](=O)[O-])cc3[nH]2)cc1	99.8	106.3	88.6	86.0
24	NC1=C(/C(N)=N/O)C(c2ccccc2)c2ccc3ccccc3c2O1 (stereo unspecified)	21.2	46.7	19.8	46.4
13	O=C(NCc1ccc(Cl)cc1)c1[nH]c2ccccc2c1Cl	94.3	117.1	96.1	98.9

#	EKVX	SK-MEL-2	SK-MEL-5	M14
14	68.7	94.0	95.1	91.6
18	91.0	105.4	95.2	97.3
24	29.1	44.7	-44.5*	11.7
13	83.2	111.1	96.0	117.9

Continuation.
#	Structure	A549/ATCC	UACC-257	UACC-62	MALME-3M
25	CC1CCc2c(sc3nc(SCC(=O)c4ccccc4)[nH]c(=O)c23)C1 (stereo unspecified)	104.4	98.4	98.2	103.0
26	O=C1NC(=S)NC(=O)C1=Cc1cccc(C=C2C(=O)NC(=S)NC2=O)c1	107.6	102.5	100.9	108.7
27	COc1ccc(S(=O)(=O)NCCNc2nccc(-c3c(-c4ccc(O)cc4)nc4sccn34)n2)cc1	101.0	106.4	105.3	104.4
28	S=C(N/N=C\c1cccs1)N/N=C/c1cccs1	108.8	107.3	89.7	117.3
29	COc1cc(OC)cc(-c2ccc(-c3ccc(C(=N)N)s3)s2)c1	.	.	-90.5*	-73.8*
30	O=C1OC(c2cccc(Cl)c2)=N/C1=C\C=C/c1ccccc1	101.2	91.1	97.2	92.2
31	COc1ccc(OCC(=O)Nc2ccc(-c3nc4ccccc4s3)cc2C)cc1	86.2	108.6	83.2	100.1
32	CNCCc1ccccn1	113.5&108.8	114.1&108.5	99.8&101.5	98.9&106.0
33	CC1(C)CNC(=S)N1Cc1ccccc1	102.1	97.2	109.1	108.9
34	CC(=O)OC(COC(c1ccccc1)(c1ccccc1)c1ccccc1)C(OC(C)=O)C(OC(C)=O)C(COC(c1ccccc1)(c1ccccc1)c1ccccc1)OC(C)=O (stereo unspecified)	98.6	.	98.3	106.0
35	COc1ccc(-c2ccc(SCC(=O)Nc3ccc(S(N)(=O)=O)cc3Br)nn2)cc1	64.4	87.9	83.2	89.4
36	CCOc1ccc(NC(=O)CC(C)=O)cc1	105.3	112.1	97.8	102.2

#	EKVX	SK-MEL-2	SK-MEL-5	M14
25	101.5	.	105.6	104.3
26	99.9	107.8	100.0	-58.6*
27	.	97.4	98.1	109.5
28	91.7	84.8	80.3	.
29	.	-85.4*	-97.4*	-88.2*
30	.	98.8	95.8	97.9
31	65.0	94.1	70.8	89.9
32	93.7&97.7	89.8&130.0	97.2&100.6	90.1&107.0
33	.	103.1	104.8	101.6
34	.	.	102.9	107.4
35	78.0	68.9	94.3	101.3
36	99.8	102.1	103.3	100.5

Next entries follow.
#	Structure	A549/ATCC	UACC-257	UACC-62	MALME-3M
37	O=C(CSc1nnc2n(Cc3ccccc3)c(=O)c3c4c(sc3n12)CCCC4)Nc1ccc(Cl)cc1	86.0	98.5	92.8	96.2
38	Cc1cc(O)c(/C=N/C(=S)Nc2cccc(C)c2C)c(=O)o1	86.6	87.2	92.1	99.8
39	COc1ccc(-n2nc(C(=O)NCc3ccccc3C)nc2-c2cc(OC)c(OC)c(OC)c2)cc1OC	84.1	102.6	84.1	84.3
40	COc1ccc(C(=O)Nc2cccc(Cl)c2)cc1	90.6	102.2	.	103.9
41	Cc1cc(N)c(S(=O)(=O)O)c(N)c1	108.8	103.6	92.4	118.3
42	Nc1c(C(=O)Nc2ccccc2F)sc2nc3c(cc12)CCCC3	39.5	61.6	26.7	62.9
43	O=C(/C=C/c1ccc2nc(-c3cc(F)cc(F)c3)sc2c1)c1cc(F)cc(F)c1	96.9	99.6	94.7	99.2
44	O=c1c2oc3ncccc3c2ncn1-c1ccccc1	97.4	99.2	97.9	95.6
45	CCOC(=O)Cc1ccc(CCCCc2ccc(CC(=O)OCC)cc2)cc1	94.0	102.0	96.2	110.5
46	N#CC1C(c2ccc(Cl)cc2)=Nc2c(c(-c3ccccc3)nn2-c2ccccc2)C12C(=O)Nc1ccc(Cl)cc12 (stereo unspecified)	27.2	53.6	48.2	70.3
47	N#Cc1c(-c2ccco2)nc(SCC(O)CN2CCOCC2)[nH]c1=O (stereo unspecified)	109.1	128.7	105.8	118.2
48	COc1cccc(-c2oc3cc(OC)ccc3c(=O)c2O)c1	80.7	88.7	70.2	85.9

#	EKVX	SK-MEL-2	SK-MEL-5	M14
37	82.6	84.1	103.0	94.9
38	97.6	99.4	98.8	93.7
39	84.2	87.0	81.4	89.9
40	97.9	88.2	102.3	103.8
41	98.9	108.6	104.2	.
42	41.2	43.7	15.5	33.5
43	98.9	.	106.5	105.0
44	.	84.4	106.0	94.2
45	105.1	116.3	103.1	102.7
46	40.1	71.3	46.5	34.6
47	175.2	101.9	95.1	108.7
48	69.6	75.6	68.5	52.3

The listing continues:
#	Structure	A549/ATCC	UACC-257	UACC-62	MALME-3M
49	O=C(O)CCCN1C(=O)/C(=C/c2ccc(O)c(O)c2)SC1=S	106.2	104.8	94.3	96.6
50	Cc1cccnc1NC(=O)C(C)c1ccc(Nc2ccnc(C(F)(F)F)c2)cc1 (stereo unspecified)	99.2	.	97.9	114.1
51	O=c1/c(=C/c2cccnc2)sc2nc3ccccc3n12	100.3&100.5	100.7&101.1	94.9&96.2	89.6&98.6
52	CCOC(=O)c1ccc(-n2nc(C(=O)NCC(=O)O)nc2-c2ccccc2)cc1	104.0	109.0	104.6	101.9
53	CCCCOC(=O)C1OC(Oc2ccc3c(C)cc(=O)oc3c2)[C@@H](OC(C)=O)C(OC(C)=O)C1OC(C)=O (stereo partly specified)	96.3	93.9	97.0	89.1
54	COc1ccc(C2=NN(C(C)=O)C(c3ccc(Oc4ccc(Cl)cc4)cc3)C2)cc1OC (stereo unspecified)	90.3	94.3	80.9	97.2
55	Cc1ccc2nc(NC(=O)CSc3nc(NN=Cc4ccccc4)c(C#N)c(-c4ccccc4)n3)sc2c1	82.4	109.0	71.4	103.2
56	COc1cc(/C=C\c2cc(/C=C\c3ccc(O)c(OC)c3)n(C(=O)CNc3ccc(Cl)cc3)n2)ccc1O	19.5	70.2	10.9	34.2
57	O=C(CBr)CN1C(=O)c2ccccc2C1=O	102.7	100.6	101.6	100.3
58	O=S(=O)(NCCCNc1nccc(-c2cn(-c3ccccc3)nc2-c2ccc(Cl)c(O)c2)n1)c1ccccc1	37.3	.	59.1	125.2
59	FC(F)(F)c1cn(CCN2CCNCC2)c2ncnc(Cl)c12	102.6	100.6	100.9	109.9
60	c1ccc(-c2nc3c4c5c(sc4ncn3n2)CCCC5)cc1	96.6	.	88.2	111.2

#	EKVX	SK-MEL-2	SK-MEL-5	M14
49	91.5	139.9	99.8	97.3
50	.	.	96.3	103.9
51	89.4&100.2	113.1&110.0	98.5&98.1	100.6&98.0
52	98.5	102.4	103.4	107.7
53	89.5	102.7	101.4	93.9
54	88.3	99.9	88.8	93.4
55	81.6	110.7	90.8	95.5
56	42.2	9.0*	15.9	4.3*
57	107.1	108.4	111.3	103.5
58	55.2	65.5	46.1	60.7
59	103.6	101.3	105.6	91.1
60	81.0	94.6	100.5	96.9

(cont.)
#	Structure	A549/ATCC	UACC-257	UACC-62	MALME-3M
61	CC(C)CCC[C@@H](C)[C@H]1CC[C@H]2[C@@H]3C[C@@H](Br)[C@@]4(Br)C[C@@H](Cl)CC[C@]4(C)[C@H]3CC[C@]12C	102.5	107.3	104.9	101.3
62	COc1ccc(CNC(=O)c2c(C)n([O-])c3ccccc3[n+]2=O)cc1	.	90.4	96.8	152.8
63	Cc1ccc(C)c2c1sc1nncn12	95.7	108.0	96.0	104.8
64	COc1cc(CCC(=O)NCC(=O)NNC(C)C)cc(OC)c1OC	106.5	103.4	107.6	121.6
65	O=S(=O)(NCCCNc1nccc(-n2ccc3cccnc32)n1)c1cccc(Br)c1	105.0	117.0	104.5	120.3
66	O=C(Nc1ccc2c(c1)Cc1ccccc1-2)C(F)(F)F	86.3	98.4	98.6	112.0
67	COc1cc(-c2nn(C(=O)NCCN3CCN(C(C)=O)CC3)cc2-c2ccncc2)ccc1Cl	72.7	93.2	72.0	87.8
68	C=CCN(CC=C)C(=O)OC(C)C	104.9	104.3	98.6	106.4
69	O=Cc1c2ccccc2cc2ccccc12	114.4	127.1	.	81.0
70	N[C@@H](CCC(=O)NO)C(=O)O	103.5[20 µM]	110.3[20 µM]	101.3[20 µM]	108.1[20 µM]
71	COc1ccc(Cn2cc3c(c2-c2cc(OC)c(OC)c(OC)c2)CCCc2cnoc2-3)cc1[N+](=O)[O-]	71.4	95.4	61.7	80.7
72	CC(=O)[C@H]1[C@H](C)C[C@H]2[C@@H]3CC[C@@H]4C[C@@H](O)CC[C@]4(C)[C@H]3CC[C@@]21C	101.6	104.7	100.2	86.1
73	c1ccc(-c2nc(N3CCNCC3)c3nc(-c4ccccc4)oc3n2)cc1	-77.2*	104.8	-92.8*	91.8

#	EKVX	SK-MEL-2	SK-MEL-5	M14
61	.	102.6	104.7	.
62	83.8	95.8	76.6	103.8
63	.	105.5	96.8	103.4
64	104.1	126.3	103.3	109.6
65	96.6	106.9	105.6	108.2
66	100.0	101.0	99.0	101.0
67	61.0	89.6	93.6	73.5
68	.	99.7	105.8	106.4
69	75.8	118.3	97.3	106.9
70	106.2[20 µM]	108.8[20 µM]	101.5[20 µM]	99.7[20 µM]
71	82.6	99.6	84.5	65.1
72	.	104.7	105.1	100.4
73	74.3	93.3	36.2	99.7
